Scp1 inh – Scp-1 phosphatase inhibitors, primary screen, biochemical, colorimetric, uHTS; inhibition, % at 20 µM; 0.88% of 340,000 active; AID 493091, 2011; Carboxy-terminal domain RNA polymerase II polypeptide A small phosphatase 1 (Homo …; Recombinant Scp1, phosphopeptide, malachite green phosphate absorbance;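 active means inhibition above about 50% at 20 µM, limit read from the data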;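 further: plate controls were DMSO wells with enzyme for no effect and wells lacking enzyme for full effect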
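Assay system: SCP-1 catalytic fragment, aa 76-261 | Buffer or medium: Tris acetate buffer pH 5.5 with MgCl2 and Tween-20 | Compound: One concentration, 20 µM, with 1.0% DMSO | Also added: Phospho 17-mer peptide substrate | Signal: Absorbance at 630 nm | Incubation: 45 min enzyme reaction at room temperature | Measure: % inhibition of SCP-1 phosphate liberation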
SUMO1-SIM PPI – modulators of SUMO1 protein-protein interactions, primary screen, biochemical, uHTS | inhibition, % at 20 µM | Small ubiquitin-related modifier 1 (Homo sapiens), P63165 | 0.33% of 360,000 active | SUMO1 binding to a labelled peptide, TR-FRET, 1 h; in the data active means inhibition above about 37%
STEP block – STEP phosphatase inhibitors, primary screen, biochemical, fluorescence intensity, uHTS | Tyrosine-protein phosphatase non-receptor type 5 (Homo sapiens), P54829 | recombinant STEP, OMFP fluorogenic substrate | inhibition, % at 20 µM | 0.25% of 360,000 active | AID 588621, 2011;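 active means inhibition at 20 µM, scaled per plate between control wells, above about 37%, limit read from the data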;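 further: 0% = DMSO with enzyme and substrate and 100% = substrate only without enzyme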
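System: STEP (striatal-enriched tyrosine phosphatase) enzyme, cell-free; medium: Bis-Tris pH 6.0 buffer with DTT, detergent; dosing: 20 µM, 1% DMSO; times: reaction 20 min, ambient temperature; detection: fluorescence, 480/540 nm; read-out basis: normalized % inhibition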
MT1-MMP act inh – blockers of MT1-MMP proenzyme processing, primary screen, HT1080 RFP-PRO-GFP cells, GFP/RFP fluorescence. Matrix metalloproteinase-14 (Homo sapiens), P50281. GFP/RFP ratio fluorescence, overnight; percent of plate control window, DMSO zero. GFP/RFP ratio change, % at 20 µM. 0.061% of 360,000 active. AID 651647, 2012;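 active means GFP/RFP ratio change of at least 30% with cell ATP level not reduced by more than half and red fluorescence within 50% of control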; further: strong numbers were not always called active
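Test system: HT1080 cells expressing an RFP-PRO-GFP fluorescent reporter construct / Compound dosing: single-point 20 µM compound, 1% DMSO / Schedule: cells overnight before dosing, compound overnight, 37 °C, 5% CO2 / Evaluation: GFP/RFP fluorescence ratio / Control set: DMSO and RFP-L50D-GFP cell wells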
NadD block – inhibitors of S. aureus NadD, primary screen, biochemical, colorimetric, uHTS; Nicotinate-nucleotide adenylyltransferase NadD (Staphylococcus aureus N315); purified NadD enzyme, colorimetric absorbance read-out; inhibition, % at 20 µM; 0.78% of 360,000 active; AID 602399, 2012; in the data active means inhibition above about 26%; further: some compounds past the cut are filed as inactive
LMPTP inh – LMPTP phosphatase inhibitors, primary screen, biochemical, fluorescence intensity, uHTS | recombinant LMPTP-A, OMFP fluorogenic substrate | Low molecular weight phosphotyrosine protein phosphatase (Homo sapiens), P24666 | 0.22% of 360,000 active | inhibition, % at 20 µM;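 active means compounds that cut the enzyme signal by at least half of the control window in the single-dose screen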;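 further: plate controls were DMSO wells with enzyme plus substrate for no effect and substrate without enzyme for full effect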
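Test system: LMPTP-A phosphatase enzyme; input: 0.625 nM LMPTP-A final; reagent: OMFP substrate, 400 µM final; compound dosing: 20 µM single dose, 3% DMSO; incubation: 50 min dark incubation at room temperature; measured by: endpoint fluorescence intensity from OMFP dephosphorylation; measure: % inhibition relative to no-enzyme and uninhibited control wells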
Rpn11 inh – Rpn11 (PSMD14) deubiquitinase inhibitors, primary screen, biochemical, fluorescence polarization, uHTS; 26S proteasome non-ATPase regulatory subunit 14 (Homo sapiens), O00487; human 26S proteasome, Ub4-pepOG fluorescence polarization; 20S core pre-blocked with epoxomicin; calls only at 20 µM; 0.59% of 360,000 active;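 active means inhibition at 20 µM, scaled to each plate's controls, above about 33%, limit read from the data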
SKN-1 block – suppressors of acrylamide-induced Pgst-4::GFP reporter in worms, primary screen, SKN-1 inhibitor project, whole organism, uHTS, GFP/RFP fluorescence ratio, strain VP596; C. elegans VP596 Pgst-4::GFP/RFP ratio, 24 h; inhibition, % at 21.8 µM; 0.49% of 360,000 active; AID 624304, 2012;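 active means interference check ratio from 0.5 to 1.5 plus GFP to RFP signal ratio inhibition reaching or exceeding a fixed threshold, cut at about 30% in these data, passing the limit was not always enough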; further: some compounds called inactive have numbers as strong as hits
NRP1-CendR mod – modulators of CendR peptide binding to NRP-1, primary screen, biochemical, fluorescence polarization, uHTS | Neuropilin-1 (Homo sapiens), O14786 | FAM-RPARPAR peptide binding to NRP-1 | inhibition, % at 25 µM | 0.85% of 360,000 active;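 active means inhibition or corrected inhibition above about 18%, plus a signal ratio from 0.5 to 1.5, limit read from the data, passing the limit was not always enough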; further: strong numbers were not always called active
DNMT1 inh – human DNMT1 methyltransferase inhibitors, primary screen, biochemical, molecular beacon, fluorescence, HinP1I cleavage, uHTS; AID 588458, 2011; inhibition (reported as % activation of signal), % at 10 µM; 0.83% of 360,000 active; in the data active means inhibition above about 50%
Target sequence (P26358 504-1616 limits assumed): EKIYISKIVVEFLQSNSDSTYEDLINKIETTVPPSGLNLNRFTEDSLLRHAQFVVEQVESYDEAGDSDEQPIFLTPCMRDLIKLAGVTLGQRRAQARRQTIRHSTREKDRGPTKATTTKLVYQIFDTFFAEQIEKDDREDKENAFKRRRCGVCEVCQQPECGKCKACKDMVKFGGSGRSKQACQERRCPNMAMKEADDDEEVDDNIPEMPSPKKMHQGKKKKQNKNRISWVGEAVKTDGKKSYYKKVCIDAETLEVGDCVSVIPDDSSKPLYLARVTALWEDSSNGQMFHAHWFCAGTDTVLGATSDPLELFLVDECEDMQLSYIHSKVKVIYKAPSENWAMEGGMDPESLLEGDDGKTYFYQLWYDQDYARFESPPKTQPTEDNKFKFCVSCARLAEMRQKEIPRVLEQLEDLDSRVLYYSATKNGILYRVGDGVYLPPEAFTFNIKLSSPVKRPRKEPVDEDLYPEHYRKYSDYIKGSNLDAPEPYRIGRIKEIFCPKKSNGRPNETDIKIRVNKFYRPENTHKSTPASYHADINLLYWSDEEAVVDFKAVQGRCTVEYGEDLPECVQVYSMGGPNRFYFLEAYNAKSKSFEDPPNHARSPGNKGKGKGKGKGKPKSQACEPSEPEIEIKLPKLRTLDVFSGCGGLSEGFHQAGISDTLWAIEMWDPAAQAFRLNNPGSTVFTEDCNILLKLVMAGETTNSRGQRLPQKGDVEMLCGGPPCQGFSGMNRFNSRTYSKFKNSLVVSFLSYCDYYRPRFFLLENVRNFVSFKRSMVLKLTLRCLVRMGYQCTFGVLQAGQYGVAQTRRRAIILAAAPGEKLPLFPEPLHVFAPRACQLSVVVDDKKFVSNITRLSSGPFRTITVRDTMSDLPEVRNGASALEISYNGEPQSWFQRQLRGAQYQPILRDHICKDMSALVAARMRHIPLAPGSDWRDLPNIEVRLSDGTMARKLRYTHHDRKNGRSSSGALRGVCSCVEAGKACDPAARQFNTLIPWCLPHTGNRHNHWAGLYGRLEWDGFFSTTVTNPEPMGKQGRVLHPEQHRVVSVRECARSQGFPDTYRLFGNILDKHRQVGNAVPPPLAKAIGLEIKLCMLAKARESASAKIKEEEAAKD
* hit, by the source's call; i = inactive; nt = no result given.

nr	SMILES	Scp1 inh	SUMO1-SIM PPI	STEP block	MT1-MMP act inh	NadD block	LMPTP inh	Rpn11 inh	SKN-1 block	NRP1-CendR mod	DNMT1 inh
1	COc1ccc(S(=O)(=O)N2CCN(CC(=O)NC(C)c3cccs3)CC2)cc1 (stereo not drawn)	nt	-1	2	-1	-6	0.2	i	-1	-11	-2
2	COc1ccc(OC)c(-n2c(C)cc(C=O)c2C)c1	-4	3	4	3	-4	-0.8	i	5	-18	1
3	COc1ccccc1CNC(=O)Cc1csc(NC(=O)Nc2ccccc2OC)n1	-3	4	-4	2	1	1.8	i	8	-2	-1
4	CC(NC(=O)COC(=O)CCNC(=O)c1ccco1)C12CC3CC(CC(C3)C1)C2 (stereo not drawn)	-6	0	3	-3	-3	0.0	i	0	-10	1
5	CCC(C)N(CCNC(=O)c1ccc(NC2=NC3CS(=O)(=O)CC3S2)cc1)Cc1ccco1 (stereo not drawn)	-6	0	0	-5	-1	-1.4	i	-7	-3	-4
6	CSC[C@H]1CN(c2ccccc2)C(=O)[C@@H]1CC(=O)Nc1ccccc1	nt	-6	0	0	3	-0.9	i	4	8	3
7	Clc1ccc2nc(-c3ccccc3)c(Cc3ccccc3)n2c1	nt	0	1	-8	4	1.5	i	11	-3	4
8	CC[C@H](C)Cc1cn([C@@H](CCCCNC(=O)OC(C)(C)C)C(=O)NCCCCCCCCCCC(=O)N2CCN(C(=O)OC(C)(C)C)CC2)nn1	-2	1	13	-2	18	8.7	i	2	4	-9
9	CCCCc1ccc(NC(=O)N[C@@H](C)C(=O)O)cc1	-9	2	-3	-2	5	-1.8	i	4	6	1
10	Cc1cc(=O)[nH]c(N/N=C2/CCCC/C2=C\c2ccccc2)n1	-8	-7	3	4	3	0.6	i	0	17	1
11	C/C(=N\NC(=O)c1ccc(C(=O)N/N=C(\C)c2ccco2)o1)c1ccco1	6	-11	-1	-5	-1	-1.4	i	-14	5	0
12	O=C(O)CCn1ccnc1-c1ccccc1	-2	1	-3	4	7	-1.6	i	6	7	1
13	COCCNC(=O)CSc1nc(N)c(NC(=O)c2ccccc2F)c(=O)[nH]1	-4	2	-9	-4	1	-1.9	i	-2	-8	6
14	C#CCN(C[C@@H]1[C@@H](OC(=O)NC2CC2)[C@@H](OC(=O)NC2CC2)Cn2c(=O)ccc(=O)n21)S(=O)(=O)c1ccc(C)cc1	nt	0	8	-3	0	-2.4	i	-8	4	0
15	CN1CCN(C(=O)c2cc3ccccc3[nH]2)CC1	6	0	1	0	-8	-0.4	i	-7	4	4

Remaining list, next part.
nr	SMILES	Scp1 inh	SUMO1-SIM PPI	STEP block	MT1-MMP act inh	NadD block	LMPTP inh	Rpn11 inh	SKN-1 block	NRP1-CendR mod	DNMT1 inh
16	CCOc1ccccc1N1CN(C2CCCCC2)CNC1=S	4	3	-1	1	-4	1.4	i	13	4	0
17	Cc1ccc(N2C(=O)N(CC(=O)Nc3ccc(C)cc3[N+](=O)[O-])C(=O)C2C)cc1 (stereo not drawn)	-4	-25	1	2	-6	-0.5	i	29	2	4
18	NC(=O)c1ccccc1NC(=O)COc1ccc(Cl)cc1	-8	5	-3	-1	-9	0.2	i	2	-2	-2
19	Cc1nnsc1-c1nc2ccccc2n1C(CCc1ccccc1)c1nc2ccccc2[nH]1 (stereo not drawn)	nt	1	nt	2	nt	-0.8	nt	-9	-5	nt
20	Cn1cccc1C1CCCN1CC(=O)Nc1ccc(C(N)=O)cc1 (stereo not drawn)	-8	-3	0	-9	-1	0.4	i	6	-31	5
21	O=c1cc(CN2CCN(Cc3ccc(F)cc3)C(CCO)C2)[nH]c2ccccc12 (stereo not drawn)	0	2	0	-1	4	-0.2	i	5	-1	1
22	CC1CCC(C(C)C)C(OC(=O)C[n+]2cccc(C(N)=O)c2)C1 (stereo not drawn)	-5	-6	-1	-15	-2	-1.0	i	38*	2	-5
23	COc1ccc(-n2nc(C(=O)NCC(=O)NCCCN3CCOCC3)c3ccccc3c2=O)cc1	-1	-17	1	4	1	-0.8	i	3	6	1
24	O=C(COc1ccccc1)NC1CCCCCCC1	1	4	0	0	-2	0.0	i	0	-3	0
25	O=C1c2ccc([N+](=O)[O-])cc2NC(c2ccco2)N1/N=C/c1ccco1 (stereo not drawn)	-9	-31	-5	2	0	1.4	i	12	-10	1
26	O=C(Nc1cccc(Cl)c1)N1CCN2C(=O)c3ccccc3C12c1ccccc1 (stereo not drawn)	-20	-2	3	-18	4	4.1	i	-1	-12	-7
27	CC(=O)N1[C@H](C)C=C[C@]1(Cc1ccccc1)C(=O)NCCc1c[nH]c2ccccc12	-10	-1	-4	-3	3	0.3	i	17	-6	-2
28	O=C(CCn1c(=O)oc2ccccc21)Nc1ccc(N2CCOCC2)cc1	1	3	-1	-3	-6	-0.7	i	-9	-13	0
29	COc1ccc(-c2c3c(=O)n(C)c(=O)n(C)c3cn2-c2ccccc2O)cc1	-7	10	0	-5	-6	1.6	i	-3	11	0
30	CCOc1ccc(CN2CCC(C(=O)N3CCN(c4ccccc4F)CC3)CC2)cc1OC	-9	-3	-1	11	-3	-0.3	i	6	3	0

Random excerpt: 3 entries already listed.
nr	SMILES	Scp1 inh	SUMO1-SIM PPI	STEP block	MT1-MMP act inh	NadD block	LMPTP inh	Rpn11 inh	SKN-1 block	NRP1-CendR mod	DNMT1 inh
30	CCOc1ccc(CN2CCC(C(=O)N3CCN(c4ccccc4F)CC3)CC2)cc1OC	-9	-3	-1	11	-3	-0.3	i	6	3	0
17	Cc1ccc(N2C(=O)N(CC(=O)Nc3ccc(C)cc3[N+](=O)[O-])C(=O)C2C)cc1 (stereo not drawn)	-4	-25	1	2	-6	-0.5	i	29	2	4
29	COc1ccc(-c2c3c(=O)n(C)c(=O)n(C)c3cn2-c2ccccc2O)cc1	-7	10	0	-5	-6	1.6	i	-3	11	0

New compounds follow.
nr	SMILES	Scp1 inh	SUMO1-SIM PPI	STEP block	MT1-MMP act inh	NadD block	LMPTP inh	Rpn11 inh	SKN-1 block	NRP1-CendR mod	DNMT1 inh
31	COc1ccc(/C=C(/C#N)C(=O)Nc2cccc([N+](=O)[O-])c2)cc1C(=O)O	-7	-7	-1	-2	-4	1.0	i	1	3	-3
32	COc1ccccc1CC(=O)N1CCN(S(=O)(=O)c2ccccc2F)CC1	-7	-1	-1	13	2	0.7	i	7	10	5
33	O=C(OCc1ccc([N+](=O)[O-])cc1)c1cc([N+](=O)[O-])ccc1N1CCOCC1	-10	-29	0	-5	-6	0.8	i	-11	4	-3
34	CCOc1cccc(C(=O)NC(=S)Nc2ccc(N3CCCC3)cc2)c1	7	-7	11	2	17	5.0	i	-9	5	72*
35	Cc1nnc2sc(-c3ccccn3)nn12	5	-1	-4	4	-2	-0.6	i	-1	5	-5
36	CCOc1ccc(NC(=O)C2CCCN(c3nn4c(=O)cc(C)nc4s3)C2)cc1 (stereo not drawn)	-4	5	1	2	2	-0.1	i	1	3	0
37	O=C(NCc1ccco1)/C(=C/c1ccccc1)NC(=O)c1ccco1	-3	-2	2	4	6	0.6	i	13	-6	-1
38	CNc1ccc(/C=C2\COc3ccccc3C2=O)cc1[N+](=O)[O-]	-7	-19	-1	6	-2	3.3	i	16	-19	12
39	Cc1ccc(NC(=O)CCSc2nc(C)cc(C)n2)cc1	-10	4	-4	4	-3	1.0	i	-9	3	3
40	Nc1nnc(SCC(=O)NC2CCCCCC2)s1	4	1	-4	-4	-1	-0.2	i	-5	2	-1
41	Cc1c(-n2c(SCC(N)=O)nc3ccccc3c2=O)c(=O)n(-c2ccccc2)n1C	-6	4	0	0	-2	-0.7	i	-4	5	3
42	COC(=O)COc1ccc(/C=N/NS(=O)(=O)c2ccccc2)cc1	-5	-2	-2	0	-6	-0.4	i	19	4	1
43	CC1=NN(CCC#N)C(=O)/C1=C/c1ccc(N(C)C)cc1	-7	-110	22	5	0	23	i	13	-33	-8
44	CCOc1ccc(NC(=O)CN(C)C(=O)c2ccc(OCC3CCCO3)cc2)cc1OCC (stereo not drawn)	-9	0	-1	-3	2	0.5	i	29	11	1
45	CCCCCC(=O)Nc1ccc(-c2csc(N)n2)cc1	-3	-6	-2	5	-1	1.6	i	0	5	-15

Additional compounds:
nr	SMILES	Scp1 inh	SUMO1-SIM PPI	STEP block	MT1-MMP act inh	NadD block	LMPTP inh	Rpn11 inh	SKN-1 block	NRP1-CendR mod	DNMT1 inh
46	CCCCc1nc2ccccc2n1CC(=O)NN	-7	0	0	0	-3	-0.4	i	5	6	7
47	CCOC(=O)c1nnn(-c2nonc2N)c1-c1ccc(Br)cc1	-3	7	-1	-3	-9	-0.4	i	12	8	-4
48	NC(=O)[C@@H]1CCOc2c(F)cc([N+](=O)[O-])cc2C(=O)N[C@@H](CO)C(=O)NCC(=O)N1	-8	-15	1	0	-3	-2.1	i	0	-11	1
49	CCOC(=O)c1c(NC(=O)CN2CCOCC2)sc2c1CC(C)(C)OC2	-10	-4	0	-4	5	-0.5	i	1	2	0
